GAA inhib: alpha-glucosidase (human) inhibition. P10253. purified human GAA, 4-MU-alpha-glucoside fluorescence. Potency, µM (highest dose often 76.9 µM), without a hit: at the highest dose activity change, negative = inhibition, usual class: inhibitors. actives 0.005% (n = 200,000);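 further: plate controls were uninhibited enzyme wells for no effect and no-enzyme background for full effect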
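qHTS format, compound range up to 77 uM. Human lysosomal enzyme at 4 nM, 400 uM 4-MU glucoside substrate, pH 5.0, 20 min room temperature; fluorescence after alkaline stop gives activity normalized to controls.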
Tau FP inhib: inhibitors of human tau fibril formation. P10636. K18 P301L tau heparin fibrillization, Alexa594 FP, 6 h. Potency, µM (series often up to 57.7 µM), for inactives: at the top dose activity, negative = inhibition, actives largely listed as inhibitors. actives 0.39% (n = 280,000). AID 1468; further: on the % scale 0 is the no-effect control and ±100 the full control effect; nearly all actives have a fitted effect of over 55% in size
Target sequence (P10636 561-689 P618L limits assumed): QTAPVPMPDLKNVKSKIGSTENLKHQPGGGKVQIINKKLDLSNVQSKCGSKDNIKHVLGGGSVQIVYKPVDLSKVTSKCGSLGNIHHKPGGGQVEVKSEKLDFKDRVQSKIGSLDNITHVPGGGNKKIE
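Steps: dispense K18 P301L tau (15 uM plus 0.24 uM Alexa 594 tracer, final) in pH 7 sodium acetate; add compound; add heparin (20 uM final); incubate 6 hr, 37 C; add ThT (30 uM final); after 1 hr ambient, read FP.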
aGlu spleen mod: lysosomal alpha-glucosidase (human) modulation; P10253; human spleen homogenate, 4-MU-alpha-glucoside fluorescence; Potency, µM (highest dose often 79.9 µM), without a hit: top-dose activity change, negative = inhibition, hits mostly inhibitors; actives 0.006% (n = 240,000); AID 2112;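 further: 0% = enzyme with vehicle and -100% = no enzyme basal signal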
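Compounds were titrated against alpha-glucosidase in spleen homogenate at pH 5.0, with 1 mM 4-methylumbelliferyl substrate for 40 min at 37 C. Reactions were quenched with pH 10 NaOH/glycine and fluorescence measured.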
HTT ATP protect: cytoprotection in Huntington HTT-Q103 PC12 cell model; PC12 HTT-Q103 induced, cytoprotection, ATP luminescence, 40 h; Potency, µM (highest dose often 56.4 µM), for inactives: cytoprotection (ATP increase), usual class: activators; actives 0.14% (n = 230,000);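 further: % of control where 0% means no effect; nearly all actives have a fitted effect of over 45% in size; toxic huntingtin expression switched on by the ecdysone agonist tebufenozide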
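Stable PC12 Q103-GFP cells in serum-supplemented, phenol red-free DMEM; induction by tebufenozide at 100 nM final; compound dose series; cell viability quantified luminescently from ATP.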
GAA glycogen mod: alters human alpha-glucosidase cleavage of glycogen; recombinant GAA, glycogen substrate, Amplex Red glucose oxidase fluorescence; Potency, µM (top dose mostly 76.4 µM), for the others: at the top dose activity change, negative = inhibition, actives largely listed as inhibitors; actives 0.38% (n = 300,000); AID 2100;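 further: 0% = full enzyme reaction and -100% = no-enzyme basal signal; the screen sought inhibitors and activators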
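Recombinant human enzyme (4 nM); glycogen substrate; 37 C, 40 min, pH 5.0. Readout: coupled glucose oxidase/Amplex Red fluorescence.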
Tau ThT inhib: inhibitors of human tau fibril formation, thioflavin T binding; recombinant tau K18 P301L, heparin-induced fibrillization, ThT fluorescence; Potency, µM (highest dose often 57.4 µM), for inactives: at the highest dose activity, negative = inhibition, hits mostly inhibitors; actives 2.1% (n = 270,000); further: on the % scale 0 is the no-effect control and ±100 the full control effect; nearly all actives have a fitted effect of over 55% in size
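K18 P301L tau (15 uM + 0.24 uM Alexa 594-tagged), heparin 20 uM, NaOAc pH 7, 6 h 37 C; ThT 30 uM, 1 h RT, ex 450/em 510 nm.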
Tau fluor counter: counter-screen for tau fibril formation inhibitors. actives 0.93% (n = 280,000). AID 1463. Potency, µM (titrated, usually from 57.7 µM), inactives show top-dose activity change, negative = decrease. tau K18 P301L Alexa594 fluorescence, heparin fibrillization; further: on the % scale 0 is the no-effect control and ±100 the full control effect; nearly all actives have a fitted effect of over 55% in size
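Human tau K18 P301L (15 uM unlabeled, 0.24 uM Alexa 594-labeled) in 100 mM sodium acetate pH 7 with 20 uM heparin, 6 hr at 37 C. ThT 30 uM added, 1 hr ambient; Alexa 594 FP and total fluorescence read at 555/632 nm.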
aGal spleen mod: alpha-galactosidase A (human) modulation. actives 0.008% (n = 240,000). human spleen homogenate, 4MU-alpha-Gal fluorescence, 40 min. AID 2107. Potency, µM (titrated, usually from 80 µM), for the others: top-dose activity change, negative = inhibition, most hits filed as inhibitors;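 further: 0% = enzyme with vehicle and -100% = no enzyme basal signal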
Target sequence (P06280 32-429 limits assumed): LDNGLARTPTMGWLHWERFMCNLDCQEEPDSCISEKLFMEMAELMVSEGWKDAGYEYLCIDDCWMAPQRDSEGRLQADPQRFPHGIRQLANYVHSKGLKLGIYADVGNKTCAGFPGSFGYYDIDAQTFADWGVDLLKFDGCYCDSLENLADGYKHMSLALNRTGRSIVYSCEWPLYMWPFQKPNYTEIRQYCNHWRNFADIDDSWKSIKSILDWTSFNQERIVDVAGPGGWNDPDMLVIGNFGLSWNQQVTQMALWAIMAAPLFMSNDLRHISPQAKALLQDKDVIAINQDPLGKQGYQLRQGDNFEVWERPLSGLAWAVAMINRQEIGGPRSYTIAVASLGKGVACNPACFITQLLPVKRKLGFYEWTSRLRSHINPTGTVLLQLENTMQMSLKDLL
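Human spleen homogenate (1 ug) was the enzyme source, with 4-methylumbelliferyl-alpha-D-galactopyranoside (1 mM final) in pH 5.0 citrate buffer with 0.01% Tween-20. Compounds were titrated; after 40 min at 37C, NaOH/glycine stop, 4-MU fluorescence read; AC50 from Hill fits.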
* hit, by the source's call; ? = inconclusive; / = no result given; [ ] = dose if it differs, or a comment. The call rests on the fitted dose curve; in most records, active means well fitted curve in the direction sought with a large enough effect; inconclusive means small, poorly fitted or top-dose-only effect, or another doubt; inactive means no such curve, though single readings can be large; an effect the other way counts as inactive or inconclusive. Potency means the concentration at half of the fitted maximal effect.

SMILES	GAA inhib	Tau FP inhib	aGlu spleen mod	HTT ATP protect	GAA glycogen mod	Tau ThT inhib	Tau fluor counter	aGal spleen mod
Nc1nnn(CC(=O)N/N=C/c2ccccc2Cl)n1	-6.3%	12.1%	-6.8%	9.4%[10 µM]	0.2%	0.2%	4.0%	-7.2%
CCCCn1c(NCc2ccncc2)nc2ccccc21	-1.2%	3.2%	3.9%	/	21.0%	4.7%	2.2%	-5.1%
CN1CCC=C(C(=O)N2c3ccccc3Sc3ccc(Cl)cc32)C1	/	0.7%	1.3%	28.6%[10 µM]	-1.6%	-6.1%	-1.0%	-8.7%
O=C(Cn1c(=O)n(-c2cccc(Cl)c2)c(=O)n1CC(=O)N1CCCCC1)N1CCCCC1	1.6%	3.9%	-4.7%	1.6%	4.8%	-6.4%	-0.1%	-0.5%
O=S1(=O)N=C(N2CCOCC2)c2ccccc21	1.6%	-5.1%	1.2%	11.0%	-12.0%	-3.8%	-6.0%	4.9%
COc1ccc(Oc2cc(C(F)(F)F)cnc2C(N)=O)cc1	0.2%	2.2%	-7.4%	5.0%	4.3%	2.8%	-3.6%	-0.2%
CN(C)c1ccc(C2OC(=O)C(C)(C)C(=O)C2(C)C)cc1 (stereo not drawn)	4.2%	?	-5.4%	-63.1%[inhibitor]	-12.5%	-8.1%	?	23.3%
Cc1cccc(S(=O)(=O)c2c(N)n(/N=C/c3ccco3)c3nc4ccccc4nc23)c1	-1.7%	-1.0%	-1.2%	1.2%[0.074 µM]	-7.0%	?	?	10.1%
CC1CCC(C(C)C)C(O)C1 (stereo not drawn)	/	-9.6%	2.1%	23.4%	/	-1.4%	-5.7%	10.7%
Cc1ccccc1Cn1c(-c2cccs2)nc2ccccc21	/	-1.8%	/	/	11.3%[76.3 µM]	-10.8%	-9.7%	/
O=C(Nc1ccc(F)cc1)C(NC1CCCCC1)c1ccccc1 (stereo not drawn)	-2.2%	1.3%	-0.5%	-51.4%[inhibitor]	3.6%	-1.0%	-12.6%	5.0%
NC1=NN=C(N2N=C(c3ccco3)CC2(O)C(F)(F)F)n2ncnc2C1 (stereo not drawn)	-11.2%	1.1%	7.1%	-2.2%[10 µM]	21.7%	-10.9%	-1.7%	-13.6%
Cc1ccc(NC(=O)CCC(=O)NNC(=S)Nc2ccccc2)c(C)c1	/	-4.3%[2.34 µM]	-0.8%	15.6%[10 µM]	16.1%	?	-4.8%[2.34 µM]	-4.4%
O=C(NNC(=O)c1ccccc1O)c1ccc(Cl)cc1	1.2%	-2.2%	-5.5%	-46.3%[inhibitor]	2.0%	-8.3%	-3.3%	1.0%
CCOc1ccc(-c2csc(/C(C#N)=C\c3ccc(O)c([N+](=O)[O-])c3)n2)cc1	?	?	-2.8%	17.7%[10 µM]	2.3%	1.26µM*	7.08µM*[quencher]	-1.5%
Cc1cccc(N2CCN(S(=O)(=O)c3ccc4oc(=O)c5ncn(C)c5c4c3)CC2)c1C	/	-4.3%	/	/	4.7%[76.3 µM]	0.0%	-0.2%	/
O=C(O)c1ccc(-n2ccnc2)c([N+](=O)[O-])c1	-3.7%	3.7%	-7.1%	22.0%[10 µM]	4.4%	-0.9%	4.5%	-13.6%
C/C(Cl)=C/Cc1c(C)[nH]c2ccc(C)cc2c1=O	3.4%	-1.1%	1.5%	-15.5%	0.3%	-2.7%	-3.6%	-6.0%
CCc1cccc2c(-c3csc(=NC)n3C)c[nH]c12	?	6.8%	7.7%	/	0.2%	-14.0%	-8.6%	7.3%
O=C(COC(=O)c1cc(Br)c(Br)s1)NCCC1=CCCCC1	-25.0%	-2.8%	-3.5%	0.6%[1.9 µM]	-0.7%	-0.9%	-4.8%	-0.8%
Cn1c(CSc2ncccn2)nnc1SCC(=O)N1CCCc2ccccc21	8.6%	1.8%	3.1%	-3.8%[10 µM]	1.7%	-2.3%	0.6%	3.2%
CCc1ccc(-c2nc(NC(=S)NC(=O)c3cccs3)sc2C)cc1	-2.2%	-16.9%	-1.9%	-27.5%	-2.3%	-19.4%	-13.0%	4.4%
COC(=O)c1ccc(NC(=O)CN(C)Cc2cccc(F)c2)cc1	0.3%	1.9%	0.7%	-7.5%	-24.9%	-16.6%	-17.2%	-4.2%
O=C(NCCCN1CCCC1=O)c1csc2ccccc12	-8.2%	1.8%	-2.3%	6.2%	2.5%	-3.2%	5.8%	1.4%
CC(=O)C1=C(O)CC(c2ccccc2)CC1=NCCc1ccccc1 (stereo not drawn)	?	1.8%	-1.3%	-22.6%	1.4%	-10.8%	-3.7%	7.8%
O=C(c1ccc(F)cc1)c1cn(Cc2ccccc2)c2cc3c(cc2c1=O)OCO3	/	3.5%	/	/	/	2.7%	-0.7%	/
CC(C)CN1CN(S(=O)(=O)c2cccs2)c2nc3ccccc3nc21	-0.2%	-7.1%	-0.6%	-2.9%[0.074 µM]	-0.1%	-1.3%	-13.3%	10.0%
CCn1c(COc2ccccc2C)nnc1SCC(=O)NCc1ccccc1	2.0%	4.5%	-3.3%	-21.7%[10 µM]	-3.1%	-6.6%	-2.0%	-11.6%
Cc1ccc(S(=O)(=O)CCc2nnc(N)s2)cc1	-5.3%	-3.1%	-5.6%	-6.1%	8.5%	0.5%	-3.5%	-1.7%
COc1ccc(-c2noc(CCC(=O)Nc3ccccc3Cl)n2)cc1OC	/	-10.8%	/	/	-0.4%[76.3 µM]	?	-26.9%	/
COc1ccc(CCNC(=O)COC(=O)c2cc(OC)c(OC)cc2OC)cc1	3.4%	1.0%	-9.8%	6.5%[10 µM]	9.8%	-1.5%	5.2%	-7.7%
CC(C)c1cccc(C(C)C)c1NC(=O)c1ccc(OCC(=O)NCc2ccccc2)cc1	8.3%	-4.2%	-6.1%	/	-2.8%	5.6%	8.3%	2.5%
CC(=O)Oc1ccc2c(=O)c(-c3nc4ccccc4s3)coc2c1	6.7%	2.4%	-0.8%	-118.5%[inhibitor]	-2.1%	?	-5.4%	-1.3%
CCOC(=O)c1cnc(-n2nc(C)cc2C)nc1Nc1ccc(OC)cc1	-1.4%	9.1%	-5.8%	12.0%[10 µM]	9.0%	-18.8%	-9.3%	-3.8%
COc1ccc(CNC(=O)CN(CC2CCCO2)C(=O)CNS(=O)(=O)c2ccccc2)cc1 (stereo not drawn)	3.2%	-0.4%	5.1%	-1.4%[10 µM]	8.3%	0.1%	0.9%	0.5%
COC(=O)c1onc(-c2c(Cl)cccc2Cl)c1C(=O)OC	1.1%	-11.8%	-1.1%	4.8%[10 µM]	-14.2%	-3.3%	-15.8%	2.0%
C/C(=N\OC(=O)c1c(-c2ccccc2Cl)noc1C)c1nccs1	-5.7%	-10.7%	-1.8%	-10.2%	-13.3%	-9.6%	-11.2%	-1.8%
COc1cc2[nH]c(=O)n(CCCC(=O)NCCc3ccccc3)c(=O)c2cc1OC	7.5%	-4.1%	-5.4%	-5.8%	-0.7%	-15.7%	-10.6%	-13.0%
CCN(CC)S(=O)(=O)c1ccc(N2CCCC2)c(C(=O)OCC(=O)Nc2cc(C)on2)c1	/	-4.6%	1.2%	5.1%[10 µM]	-10.8%	/	-4.5%	3.6%
O=C(O)CS(=O)(=O)c1ccc(Oc2ccc(S(=O)(=O)CC(=O)O)cc2)cc1	0.6%	2.7%	1.9%	0.9%	-11.4%	-5.3%	2.2%	-7.3%
COc1cc(C(=O)Oc2c(CN3CCOCC3)cc(Cl)c3cccnc23)cc(OC)c1OC	-1.4%	-0.4%	4.4%	-66.6%[inhibitor]	13.2%	?	-22.7%	1.5%
Cc1ccc(CC(=O)NCc2cccnc2)cc1	-2.9%	1.8%	-7.2%	-5.5%[10 µM]	13.4%	-3.7%	-2.9%	-1.3%
CC1CCCC(C)N1C(=O)CSc1nnc(NC(=O)c2cccs2)s1 (stereo not drawn)	-2.4%	1.8%	2.5%	-8.8%	2.2%	-0.3%	-2.9%	-0.4%
COc1ccc(C2N(C(=O)c3ccccc3)CCN2C(=O)c2ccc(C)cc2)cc1 (stereo not drawn)	-0.1%	-2.6%	-10.8%	11.0%	-5.0%	-13.8%	-18.7%	6.2%
CC1=C(C(=O)Nc2ccc(C)cc2C)C(c2cccs2)n2nc(SCc3cccc(C)c3)nc2N1 (stereo not drawn)	/	-2.8%	/	/	-10.9%[76.3 µM]	-4.4%	3.6%	/

Reprinted from the results shown for reference:
SMILES	GAA inhib	Tau FP inhib	aGlu spleen mod	HTT ATP protect	GAA glycogen mod	Tau ThT inhib	Tau fluor counter	aGal spleen mod
CCN(CC)S(=O)(=O)c1ccc(N2CCCC2)c(C(=O)OCC(=O)Nc2cc(C)on2)c1	/	-4.6%	1.2%	5.1%[10 µM]	-10.8%	/	-4.5%	3.6%
O=C(O)CS(=O)(=O)c1ccc(Oc2ccc(S(=O)(=O)CC(=O)O)cc2)cc1	0.6%	2.7%	1.9%	0.9%	-11.4%	-5.3%	2.2%	-7.3%
COc1cc(C(=O)Oc2c(CN3CCOCC3)cc(Cl)c3cccnc23)cc(OC)c1OC	-1.4%	-0.4%	4.4%	-66.6%[inhibitor]	13.2%	?	-22.7%	1.5%
Cc1ccc(CC(=O)NCc2cccnc2)cc1	-2.9%	1.8%	-7.2%	-5.5%[10 µM]	13.4%	-3.7%	-2.9%	-1.3%
CC1CCCC(C)N1C(=O)CSc1nnc(NC(=O)c2cccs2)s1 (stereo not drawn)	-2.4%	1.8%	2.5%	-8.8%	2.2%	-0.3%	-2.9%	-0.4%
COc1ccc(C2N(C(=O)c3ccccc3)CCN2C(=O)c2ccc(C)cc2)cc1 (stereo not drawn)	-0.1%	-2.6%	-10.8%	11.0%	-5.0%	-13.8%	-18.7%	6.2%
CC1=C(C(=O)Nc2ccc(C)cc2C)C(c2cccs2)n2nc(SCc3cccc(C)c3)nc2N1 (stereo not drawn)	/	-2.8%	/	/	-10.9%[76.3 µM]	-4.4%	3.6%	/
